TMEM16A inh = TMEM16A chloride channel inhibitors, primary screen, cell-based, HTS; Anoctamin-1 (Mus musculus), Q8BHY3; HEK293 TMEM16A/YFP iodide influx fluorescence, ionomycin; normalized B-score (activity score, 25-100; higher = stronger inhibition) at 10 µM; hit rate 1.2% among 310,000; AID 588511, 2011;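 active means ratio plate-corrected score three or more library SD toward inhibition, starting fluorescence score within five deviations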;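 further: score derived from kinetic fluorescence span divided by baseline fluorescence per well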
TRPC6 act = mouse TRPC6 channel activators, primary screen, cell-based, HEK293, membrane potential dye. Short transient receptor potential channel 6 (Mus musculus), Q61143. HEK293-TRPC6 membrane potential dye fluorescence; hits give high values. B-score at 10 µM. hit rate 0.13% among 310,000. AID 2550, 2010;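 active means B-score of the integrated fluorescence ratio above library mean plus 3 SD, and starting fluorescence ratio within library mean plus 5 SD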;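 further: higher score means more depolarization so channel activation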
RGS4 pot = RGS4 potentiators or activators, primary screen, cell-based, HEK293 M3R inducible RGS4, calcium flux; carbachol calcium flux Fluo4; hits give low values; B-score at 10 µM; hit rate 0.92% among 310,000; AID 463111, 2010;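 active means B-score of the integrated calcium signal more than 4 SD below the library mean, with starting fluorescence not abnormally high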;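 further: negative B-score means reduced calcium response which marks RGS4 activation or potentiation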
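Assay system: Inducible-RGS4 HEK293 cells carrying M3 receptor | Schedule: Compound preincubation 20 min at room temperature before agonist | Signal: Kinetic calcium fluorescence imaging with Fluo4-AM dye, 2 µM | Read-out basis: B score from integrated fluorescence ratio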
TRPC6 inh = mouse TRPC6 channel inhibitors, primary screen, cell-based, HEK293, membrane potential dye | ACh-evoked depolarization; hits give low values | B-score at 10 µM | hit rate 1.1% among 310,000 | AID 2553, 2010;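 active means B-score under library mean minus 3 SD, initial fluorescence not abnormally high, positive integrated signal ratio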;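 further: B-score derived from integrated fluorescence ratio over the kinetic read; more negative B-score means stronger inhibition of depolarization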
SKKanGAS inh = S. pyogenes SKKanGAS growth inhibitors in kanamycin, primary screen, streptokinase expression inhibitor project, SKKanGAS strain, BacTiter-Glo luminescence. 6 h. inhibition, % at 7.5 µM. hit rate 1.3% among 300,000. AID 1662, 2009;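 active means mean replicate score, as percent of positive control median, at least 50; inconclusive means mean below 50 but one replicate at or above 50; inactive means mean and every replicate below 50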;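 further: strain carries kanamycin resistance gene driven by streptokinase promoter and grows in 40 µg/ml kanamycin; loss of luminescence reflects streptokinase promoter inhibition or plain growth inhibition; 0% = median of DMSO wells and 100% = positive control at its reference dose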
HDAC3 inh = HDAC3 deacetylase inhibitors, primary screen, biochemical, fluorescence, cell-free homogeneous; Histone deacetylase 3 (Homo sapiens), O15379; recombinant HDAC3, fluorogenic peptide/trypsin coupled; inhibition, % at 8.3 µM; hit rate 0.15% among 320,000; in the data active means inhibition above about 26%, passing the limit was not always enough; inconclusive means no clear call, values can overlap the other calls
Target sequence (O15379 whole entry, looked up): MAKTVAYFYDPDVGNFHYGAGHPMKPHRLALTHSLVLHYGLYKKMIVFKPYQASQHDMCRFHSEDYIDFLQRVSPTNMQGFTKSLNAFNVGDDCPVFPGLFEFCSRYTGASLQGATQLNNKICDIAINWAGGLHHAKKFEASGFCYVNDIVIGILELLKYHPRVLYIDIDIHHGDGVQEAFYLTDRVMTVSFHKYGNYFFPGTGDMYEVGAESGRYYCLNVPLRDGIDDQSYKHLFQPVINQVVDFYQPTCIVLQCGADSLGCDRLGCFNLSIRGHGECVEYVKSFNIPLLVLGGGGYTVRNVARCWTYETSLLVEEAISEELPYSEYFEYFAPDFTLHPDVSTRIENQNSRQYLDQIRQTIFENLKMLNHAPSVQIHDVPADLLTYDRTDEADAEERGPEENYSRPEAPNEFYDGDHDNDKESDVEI
RGS4 block = RGS4 inhibitors, primary screen, cell-based, HEK293 M3R inducible RGS4, calcium flux. Regulator of G-protein signaling 4 (Homo sapiens), P49798. Fluo-4 calcium flux; hits give high values; triggered by carbachol at its EC20. B-score at 10 µM. hit rate 0.45% among 310,000;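 active means B-score, a plate-corrected calcium signal, over three deviations above library mean, with baseline fluorescence within five deviations of library mean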;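 further: RGS4 expression induced by doxycycline in cells with stable M3 receptor; B-score is computed from the integrated fluorescence ratio over baseline after carbachol; higher B-score means a larger calcium signal and so more RGS4 inhibition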
Target sequence (P49798 whole entry, looked up): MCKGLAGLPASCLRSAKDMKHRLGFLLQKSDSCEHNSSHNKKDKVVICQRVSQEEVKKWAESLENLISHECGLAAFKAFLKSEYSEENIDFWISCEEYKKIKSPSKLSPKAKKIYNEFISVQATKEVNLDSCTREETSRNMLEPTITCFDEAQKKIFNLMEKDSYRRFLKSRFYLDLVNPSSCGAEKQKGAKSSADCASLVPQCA
MrgX1 PAM = positive allosteric modulators of MrgX1, primary screen, HEK293 cells, Fluo-4 calcium flux; hit rate 0.63% among 310,000; AID 588675, 2011; B-score at 10 µM; FDSS; hits give high values;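 active means plate-corrected calcium response at least 3 library SD above typical, normal starting fluorescence, not activating the receptor alone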;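 further: compound read alongside a low EC10 to EC30 dose of BAM8-22 agonist; peak minus trough fluorescence over baseline measured at the second addition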
Target sequence (Q96LB2 whole entry, looked up): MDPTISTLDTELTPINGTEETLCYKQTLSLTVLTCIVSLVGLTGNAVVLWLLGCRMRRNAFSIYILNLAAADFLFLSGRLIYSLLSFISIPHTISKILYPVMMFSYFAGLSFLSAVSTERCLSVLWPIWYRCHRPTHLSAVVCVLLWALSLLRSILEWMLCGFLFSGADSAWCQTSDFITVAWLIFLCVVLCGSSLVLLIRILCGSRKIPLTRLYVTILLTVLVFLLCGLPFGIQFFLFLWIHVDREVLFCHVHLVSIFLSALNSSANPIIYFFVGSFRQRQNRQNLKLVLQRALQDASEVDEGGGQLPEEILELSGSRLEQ
ANO1 activ = TMEM16A chloride channel activators or potentiators, primary screen, cell-based, HTS; Anoctamin-1 (Mus musculus), Q8BHY3; HEK293 TMEM16A/YFP-H148Q/I152L, iodide quench fluorescence; hits give low values; B-score at 10 µM; hit rate 0.3% among 340,000; AID 623877, 2012;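 active means fluorescence-ratio B-score plate-corrected deviation score at least 3 library SD below zero, with starting fluorescence score within 5 deviations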;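 further: channel opened by trigger with iodide after compound preincubation; score built on the fluorescence ratio of max minus min over baseline; more negative score means more quench and so TMEM16A activation or potentiation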
MrgX1 antag = antagonists of human MrgX1 receptor, primary screen, HEK293 cells, Fluo-4 calcium flux. BAM8-22 antagonism; hits give low values. hit rate 1.3% among 310,000. B-score at 10 µM. Mas-related G-protein coupled receptor member X1 (Homo sapiens), Q96LB2. AID 588676, 2011;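 active means calcium-response B-score plate-corrected more than 3 library SD below zero, starting fluorescence within 5 deviations, no agonist response on first addition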;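 further: peak minus trough fluorescence over baseline after final BAM8-22 challenge near maximal dose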
MrgX1 ag = agonists of human MrgX1 receptor, primary screen, HEK293 cells, Fluo-4 calcium flux; Mas-related G-protein coupled receptor member X1 (Homo sapiens), Q96LB2; B-score at 10 µM; Fluo-4 calcium fluorescence, agonist mode; hits give high values; hit rate 0.44% among 310,000;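 active means calcium response B-score plate-corrected fluorescence ratio at least 3 library SD, with starting fluorescence B-score inside 5 SD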
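Material: MrgX1-expressing HEK293 cells / Dosing: compound as first of three additions / Incubation: overnight seeding, then 1 h dark dye loading / Signal: Fluo-4 NW calcium fluorescence / Evaluation: B-scored fluorescence response ratio / Benchmarks: positive and negative control wells on each plate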
* marks the source's active call; other numbers are inactive results; i = inactive; ? = inconclusive; / = not tested or not shown.

SMILES | TMEM16A inh | TRPC6 act | RGS4 pot | TRPC6 inh | SKKanGAS inh | HDAC3 inh | RGS4 block | MrgX1 PAM | ANO1 activ | MrgX1 antag | MrgX1 ag
Cc1cc(C)cc(NC(=O)C(=O)NCCCN2CCCC2=O)c1 | i | i | i | i | -9 | -2 | i | i | i | i | i
COC(=O)c1ccc(CSc2nc(N)cc(N)n2)cc1 | i | i | i | i | 6 | 2 | i | i | i | i | i
COc1ccc(/C=C/c2nc(-c3ccccc3O)n[nH]2)cc1OC | 25* | i | i | i | -2 | -1 | i | i | i | i | i
CCc1ccc(C(=O)NCc2cccs2)s1 | i | i | i | i | 0 | 1 | i | i | i | i | i
COc1ccc(N2CC(O)=C(c3nc(C)cs3)C2=N)cc1 | i | i | i | i | -1 | 0 | i | i | i | i | i
Cc1cc(C)nc(NC2=NCC(=O)N2c2cc(Cl)cc(Cl)c2)n1 | i | i | i | i | 2 | -3 | i | i | i | i | i
COc1cc(CC2COC(c3ccc(O)c(OC)c3)C2COC(C)=O)ccc1O (stereo unspecified) | i | / | / | / | / | 3 | / | i | i | i | i
Cc1ccc(NC(=O)CS(=O)CC(=O)NCC2OCCc3ccccc32)c(C)c1 (stereo unspecified) | i | i | i | i | -6 | -1 | i | i | i | i | i
O=C(OCC(=O)N1CCN(C(=O)c2ccco2)CC1)c1ccccc1C(=O)c1ccc(Cl)cc1 | i | i | i | i | -8 | 4 | i | i | i | i | i
COc1ccc(C2=Nn3c(nnc3-c3cccnc3)SC2)cc1OC | i | i | i | i | 12 | -3 | i | i | i | i | i
Cc1ccc(C(=O)C(OC(=O)c2cnccn2)c2ccccc2)cc1C (stereo unspecified) | i | i | i | i | 4 | 1 | i | i | i | i | i
Cc1ccc(N2C(=O)CC(NNC(=O)c3cccc(S(=O)(=O)N4CCCC4)c3)C2=O)cc1 (stereo unspecified) | i | i | i | i | -3 | -6 | i | i | i | i | i
O=C1N(Nc2ccccc2)C(c2ccc(Br)cc2)C12CCCC2 (stereo unspecified) | i | i | i | i | 5 | 4 | i | i | i | i | i
Cc1ccc(C2C(C(=O)c3cccs3)=C(O)C(=O)N2c2ccc(S(N)(=O)=O)cc2)cc1 (stereo unspecified) | i | i | i | i | -1 | / | i | i | i | i | i
Cc1ncc([N+](=O)[O-])n1CCOC(=O)c1ccccc1 | i | i | i | i | 2 | 6 | i | i | i | i | i
Cc1cc(Cl)c2ccccc2n1 | i | i | i | i | 2 | 1 | i | i | i | i | i
CC(C)(C)c1ccc(C(=O)N2CCC(=O)N(C(CO)Cc3ccccc3)CC2)cc1 (stereo unspecified) | i | i | i | i | 2 | 1 | i | i | i | i | i
Cc1ccc(C(=O)C(C)OC(=O)c2cc(=O)[nH]c3ccccc23)cc1 (stereo unspecified) | i | i | i | i | -17 | -2 | i | i | i | i | i
Cc1ccc(C(=O)N/C(=C/c2ccc(Cl)cc2)C(=O)N2CCOCC2)cc1 | i | i | i | i | 3 | 10 | i | i | i | i | i
CN(C)/C=C/C(=O)c1cc(F)cc(C(F)(F)F)c1 | i | i | i | i | 2 | 0 | i | i | i | i | i
CC(c1ccccc1)C1C(C#N)=C(N)OC2=C1C(=O)CC(C)(C)C2 (stereo unspecified) | i | i | i | i | 0 | 0 | i | i | i | i | i
COc1ccc(C/C(C)=N/NC(=S)Nc2ccc(C(C)C)cc2)cc1 | i | i | i | i | -2 | -1 | i | i | i | i | i
COc1ccc(C2/C(=C(/O)c3ccc(Br)cc3)C(=O)C(=O)N2C)cc1 (stereo unspecified) | i | i | i | i | -2 | 1 | i | i | i | i | i
Cc1cc2nnc(SC3CCOC3=O)n2c2ccccc12 (stereo unspecified) | i | i | i | i | -7 | 4 | i | i | i | i | i
O=c1[nH]nc(CNc2ccc(OC(F)(F)F)cc2)c2ccccc12 | i | i | i | i | 21 | -4 | i | i | i | i | i
COc1ccc(-c2n[nH]c(C)c2-c2ccccc2OC)c(O)c1 | i | i | i | i | 1 | -1 | i | i | i | i | i
Cc1ccc(N2CCN(C(=S)Nc3ccccc3)CC2)cc1 | i | i | i | i | -15 | -2 | i | i | i | i | i
Cc1cc(OCC(=O)Nc2ccccc2N2CCCC2)ccc1C(C)C | i | i | i | i | 2 | 7 | i | 22* | i | i | i
COc1ccc(/C=C2\SC(=O)N(CCNC(=O)C3CSC4(C)CCC(=O)N34)C2=O)cc1 (stereo unspecified) | i | i | i | i | -1 | 0 | i | i | i | i | i
Cc1cc(/C=N/NC(=O)c2cccnc2)c(C)n1CC(C)C | i | i | i | i | 18 | 6 | i | i | i | i | i
C/C(=C\C(=O)c1ccccc1)Nc1ccc(Br)c(Cl)c1 | 25* | i | i | i | -7 | / | i | i | i | i | i
O=C(NCCCn1ccnc1)c1cc(-c2cccs2)on1 | i | i | i | i | -4 | -1 | i | i | i | i | i
CCOc1cc(NC(=O)C2CCCO2)c(OCC)cc1NC(=O)C1CC1 (stereo unspecified) | i | i | i | i | / | ? | i | i | i | i | i
NS(=O)(=O)c1ccc(CCNC(=O)Cc2ccc(Cl)cc2)cc1 | i | i | i | i | 5 | 2 | i | i | i | i | i
O=C(Nc1cc(Cl)cc(Cl)c1)N1CCN(C(=O)C2CCCO2)CC1 (stereo unspecified) | i | i | i | i | 4 | -9 | i | i | i | i | i
O=C(CN1C(=O)C2C3c4ccccc4C(c4ccccc43)C2C1=O)Nc1ccccc1C(=O)O (stereo unspecified) | i | i | i | i | -7 | -7 | i | i | i | i | i
Cc1ccc(COC(=O)c2nn(C)c(=O)c3ccccc23)cc1 | i | i | i | i | 9 | 8 | i | i | i | i | i
COc1cccc(C=NCCNC(=O)c2nonc2N)c1O | i | / | / | / | / | -3 | / | i | i | i | i
COc1ccc(/C=C/C(=O)O/N=C(\N)c2ccccc2)cc1OC | i | i | i | i | -3 | 0 | i | i | i | i | i
O=C(COC(=O)c1cc(Br)ccc1O)NC1CCCCCC1 | i | i | i | i | 3 | -3 | i | i | i | i | i
O=C(c1ccccc1-c1ccccc1)N1CCOCC1 | i | i | i | i | 0 | -3 | i | i | i | i | i
CCC(C)NC(=O)Cn1cnc2sc(C)c(S(=O)(=O)N3CCCCC3)c2c1=O (stereo unspecified) | i | i | i | i | 0 | -2 | i | i | i | i | i
NC(=O)c1ccc(NC(=O)Nc2ccc3c(c2)OCO3)cc1 | i | i | i | i | 0 | / | i | i | i | i | i
COC(=O)CC(c1ccccc1F)N1Cc2ccccc2C1=O (stereo unspecified) | i | i | i | i | 7 | 5 | i | i | i | i | i
COc1ccc(C2C(C(=O)N3CCOCC3)=C(C)NC3=C2C(=O)CC(C)(C)C3)cc1O (stereo unspecified) | i | i | i | i | -20 | -8 | i | i | i | i | i
COc1ccc(CNC(=O)[C@H](C)NC(=O)C2CCN(C(=O)[C@H](CCSC)NC(=O)OC(C)(C)C)CC2)cc1 | i | i | i | i | 0 | -2 | i | i | i | i | i
COc1ccc(CCN2C(=S)N(C)C(=O)C2CC(=O)Nc2ccc(F)cc2)cc1 (stereo unspecified) | i | i | i | i | 12 | 2 | i | i | i | i | i
CCOC(=O)c1ccc(NC(=O)c2nc(SC)ncc2Cl)cc1 | i | i | i | i | 7 | 4 | i | i | i | i | i
O=C(CSc1n[nH]c(=O)n1-c1cccnc1)N1CCOCC1 | i | i | i | i | -4 | 0 | i | i | i | i | i
COc1ccc2c(c1OC)C(=O)NC(C)=C(C(=O)OC(C)(C)C)C2O (stereo unspecified) | i | i | i | i | -8 | 4 | i | i | i | i | i
Cc1cc(NC(=O)c2ccccc2)no1 | i | i | i | i | 3 | -1 | i | i | i | i | i
CCN(CC)C(=O)NC(c1ccc(C)c(F)c1)C(Cl)(Cl)Cl (stereo unspecified) | i | i | i | i | 1 | 12 | i | i | i | i | i
CCCCOc1ccc(NC(=O)C2OC3OC(C)(C)OC3C3OC(C)(C)OC23)cc1 (stereo unspecified) | i | i | i | i | -1 | -3 | i | i | i | i | i
O=C1CN(C(=O)COC(=O)/C=C/c2ccco2)c2ccccc2N1 | i | i | i | i | -1 | 1 | i | i | i | i | i
COc1cccc(NC(=O)Nc2nc(SC(C)(C)C)ns2)c1 | i | i | i | i | 55* | 15 | i | i | i | i | i
N#Cc1c2n(c3c(=O)n(Cc4ccc(Cl)cc4)cnc13)CCCC2 | i | i | i | i | -17 | 4 | i | i | i | i | i
COc1ccc(OC)c(NC(=O)C2CCN(c3nc(C)cc(C)n3)CC2)c1 | i | i | i | i | 2 | 0 | i | i | i | i | i
C=CCn1c(COc2ccc(CC)cc2)nnc1SCC(=O)N(C)C1CCS(=O)(=O)C1 (stereo unspecified) | i | i | i | i | 4 | -4 | i | i | i | i | i
COc1ccc(C2c3c(oc4ccccc4c3=O)C(=O)N2c2ccc(C)cn2)cc1OC (stereo unspecified) | i | i | i | i | -2 | -4 | i | i | i | i | i
CCc1ccc(NC(=O)C(C)Oc2nnc(-c3cccs3)c(-c3cccs3)n2)cc1 (stereo unspecified) | i | i | i | i | 18 | 0 | i | i | i | i | i
O=C1Nc2ccccc2C(=O)N2CCCCC12 (stereo unspecified) | i | i | i | i | 5 | 3 | i | i | i | i | i
O=C(O)c1cccc(CSc2nnc(-c3ccco3)o2)c1 | i | i | i | i | 8 | 1 | i | i | i | i | i

Assay outcomes deposited in PubChem by several laboratories.
